Screening results as filed in PubChem BioAssay.
Rat MKP-3 inhibitors: MKP-3 phosphatase inhibitors, primary screen, biochemical, rat enzyme, in vitro (AID 425) | recombinant MKP-3 phosphatase activity, fluorescence; higher % means a stronger effect | inhibition, % at 20 µM; hits with a dose series show IC50 in µM | 0.17% of 110,000 active; in the data active = inhibition above about 50%;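 also: plate controls were vehicle for no effect and reference inhibitor for full effect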
Hsp70 displacement: Hsp70 inhibitors, probe displacement, primary screen, biochemical, fluorescence polarization (AID 583); Hsp70 fluorescence polarization probe displacement, mP; higher % means a stronger effect; displacement, % at 20 µM, or IC50 in µM where a hit was titrated; 0.06% of 140,000 active; in the data active = displacement above about 50%;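 also: plate controls were vehicle for no effect and reference ligand for full effect; a part of the inactive calls stands beside numbers as strong as those of hits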
The depositor's hits bear a star; . = no result given. The list is partial; rates above refer to the full screens.

Each structure is followed by: Rat MKP-3 inhibitors	Hsp70 displacement
> COC(=O)NC1CSCC1OC(=O)CCN1C(=O)c2ccccc2C1=O (centres undefined)
  2%	-4.5%
> O=C(Nc1cccc(Cl)c1)Nc1nnc(-c2ccccc2)o1
  .	-2.7%
> CCOc1ccc2nc(SCC(=O)Nc3cc(Cl)ccc3C)sc2c1
  2%	2.0%
> Nc1nc2c(s1)CC(c1ccccc1)CC2 (centres undefined)
  -11%	-3.5%
> CCOc1ccc(-n2ccnc2SCC(=O)NCc2ccc3c(c2)OCO3)cc1
  5%	-2.0%
> C=CCN(c1ccccc1C(=O)O)S(=O)(=O)c1ccc(C)cc1
  -1%	2.0%
> CCOc1ccc(-c2[nH]ncc2Oc2ccccc2OC)c(O)c1
  -21%	-0.9%
> Cc1cc(OCC(=O)C(C)(C)C)c2c(C)c(C)c(=O)oc2c1
  -10%	3.1%
> Cc1ccc(-c2nc3ncccc3o2)cc1NC(=O)COc1ccc(C(C)(C)C)cc1
  7%	2.4%
> O=C(c1ccco1)N1CCN(c2nc3ccccc3c(=O)n2-c2ccccc2)CC1
  -11%	-1.1%
> O=C(O)CN1C(=O)C2CC=CCC2C1=O (centres undefined)
  0%	1.9%
> Cc1cccc(Cn2c(SCC(=O)Nc3ccccc3)nc3c2c(=O)[nH]c(=O)n3C)c1
  -2%	3.2%
> C=CCn1c2ccccc2n2cc(-c3ccc(C)cc3)nc12
  5%	-1.7%
> Cn1c(SCC(=O)NC2CC2)nnc1C(F)(F)F
  -10%	7.0%
> O=C(Nc1ccccc1F)C1(c2ccccc2)CC1(Cl)Cl (centres undefined)
  -4%	2.0%
> Cc1nc2sccn2c1-c1nc(-c2cc3ccccc3o2)cs1
  -2%	-2.9%
> CC(=O)N1CCN(C(=O)Nc2cccc(C(F)(F)F)c2)CC1
  -1%	0.9%
> Cc1ccc(OCC(O)Cn2c3ccccc3c3ccccc32)cc1C (centres undefined)
  3%	1.3%
> O=C(c1ccc(Br)o1)N(c1ccc(Br)cc1)C1C=CS(=O)(=O)C1 (centres undefined)
  -10%	-0.4%
> Cc1ccc(-c2n[nH]c(=O)c3ccccc23)cc1S(=O)(=O)NCCO
  .	-2.6%
> O=C(Nc1ccc(NC(=O)c2cccs2)cc1)c1ccc(Br)o1
  .	13%
> O=C(Nc1nc(-c2cccs2)cs1)c1cccc(S(=O)(=O)N2CCCCC2)c1
  -2%	-8.9%
> O=C1C(=O)N(c2nncs2)C(c2ccc(Cl)cc2)/C1=C(\O)c1ccc(F)cc1 (centres undefined)
  1%	-3.1%
> Cc1ccc2[nH]c3c(=O)n(CCc4cnc[nH]4)cnc3c2c1
  .	0.3%
> CCN(CC)c1nc(N2CCOCC2)c(C#N)c2c1CN(C)CC2
  -5%	2.6%
> Cc1ccc(C(=O)Oc2cccc(C3C4=C(CC(C)(C)CC4=O)NC4=C3C(=O)c3ccccc34)c2)cc1 (centres undefined)
  0%	1.1%
> O=C(CCC(=O)NC1CCN(Cc2ccccc2)CC1)NCc1ccco1
  -9%	-2.1%
> COc1cc(OC)cc(C(=O)N2CCCC2)c1
  -1%	-1.1%
> Cc1ccc(O)c(NC(=O)CCC2CCCCC2)c1
  -9%	-5.3%
> COc1ccccc1OCCSc1nc2ccc(N)cc2s1
  5%	-7.0%

Complete entries as entered above.
`O=C(CCC(=O)NC1CCN(Cc2ccccc2)CC1)NCc1ccco1` in the list: Rat MKP-3 inhibitors: -9%; Hsp70 displacement: -2.1%
`CCOc1ccc(-c2[nH]ncc2Oc2ccccc2OC)c(O)c1` in the list: Rat MKP-3 inhibitors: -21%; Hsp70 displacement: -0.9%

Further records follow:
Each structure is followed by: Rat MKP-3 inhibitors	Hsp70 displacement
> Oc1c(/C=C2/C=Nc3ccccc32)sc(=S)n1-c1cccc(C(F)(F)F)c1
  1%	-4.6%
> COc1ccccc1N1CCN(/N=C\c2cccs2)CC1
  5%	0.5%
> COc1ccccc1CNC(=O)C1CCCN(S(=O)(=O)c2cccc3cccnc23)C1 (centres undefined)
  -7%	.
> Cc1ccc(S(=O)(=O)Nc2ccccc2C(=O)NCc2ccco2)cc1
  3%	2.5%
> O=C(Nc1ccccc1I)c1ccccc1[N+](=O)[O-]
  1%	3.7%
> COC(=O)c1nc2nc(C)cc(C)n2n1
  0%	-0.2%
> Fc1ccc(-c2nnn(Cc3nc4ccccc4s3)n2)cc1
  -5%	1.2%
> CCn1c(C)c(C(C)=O)c(N2CCN(c3cccc(Cl)c3)CC2)nc1=S
  .	1.5%
> Cc1nnc(SCC(=O)Nc2ccccc2)n1CCc1ccccc1
  -7%	3.6%
> CCOC(=O)C1CCCN(C(=O)C2c3ccccc3Oc3ccccc32)C1 (centres undefined)
  -10%	13%
> O=C(O)CCn1c(=O)c2cc3c(=O)n(CCC(=O)O)c(=O)c3cc2c1=O
  0%	-0.9%
> C/C(=N\NS(C)(=O)=O)c1ccc(O)cc1O
  2%	4.7%
> O=C1CC(NCc2ccncc2)C(=O)N1c1ccccc1 (centres undefined)
  -6%	2.0%
> COc1ccc(-n2c(SCC(=O)Nc3sc4c(c3C#N)CCCC4)nnc2-c2ccccc2OC)cc1
  .	0.4%
> CC(=O)NC1(c2ccccc2)CCN(Cc2nnnn2C(C)(C)C)CC1
  -1%	-1.8%
> CCOC(=O)C1=C(C)NC2=C(C(=O)c3ccccc32)C1c1ccc2c(c1)OCO2 (centres undefined)
  5%	-1.3%
> COc1ccc(-c2nnnn2C)cc1S(=O)(=O)NCc1ccccc1
  4%	-1.9%
> Cc1c(Cc2ccccc2)c(=O)oc2c(CN(C)C)c(O)c(Cl)cc12
  -11%	-1.5%
> CS(=O)(=O)c1ccc2nc(NC(=O)CCC(=O)c3cccs3)sc2c1
  7%	5.1%
> Cc1[nH]n(-c2ccccc2)c(=O)c1C(c1ccccc1C(F)(F)F)c1c(C)[nH]n(-c2ccccc2)c1=O
  5%	1.5%
> CCOC(=O)N1CCN(S(=O)(=O)c2ccc(OCC(=O)OC)cc2)CC1
  -6%	0.8%
> Cn1c(=O)c2c(nc(CN3CCN(c4ccc(F)cc4)CC3)n2Cc2ccccc2F)n(C)c1=O
  5%	3.4%
> COc1ccc(NC(=O)CNS(=O)(=O)c2cccc3nonc23)c(OC)c1
  -2%	-3.2%
> O=C1CC(N2CCSCC2)C(=O)N1c1ccc(S(=O)(=O)N2CCOCC2)cc1 (centres undefined)
  3%	-4.0%
> CCCc1cc(=O)n2[nH]c(-c3cccs3)cc2n1
  5%	-3.8%
> Cc1nn2c(-n3ccnc3)c3c(nc2c1-c1ccccc1)CCC3
  -1%	1.3%
> CCCCc1ccc(-c2csc(/C(C#N)=C/c3ccc(OC)c(OC)c3)n2)cc1
  0%	4.1%
> O=C(CSc1ccc2nnc(-c3ccccc3)n2n1)NCC1CCCO1 (centres undefined)
  .	0.7%
> CC(=O)c1cccc(OCC(=O)c2cc(C)n(-c3cc(C)on3)c2C)c1
  -5%	2.7%
> O=C1c2ccccc2NC(c2ccccc2)N1Cc1ccco1 (centres undefined)
  0%	6.6%

An excerpt of these results, in CSV form.
mol,Rat MKP-3 inhibitors,Hsp70 displacement
Cc1c(Cc2ccccc2)c(=O)oc2c(CN(C)C)c(O)c(Cl)cc12,-11%,-1.5%
CS(=O)(=O)c1ccc2nc(NC(=O)CCC(=O)c3cccs3)sc2c1,7%,5.1%
Cc1[nH]n(-c2ccccc2)c(=O)c1C(c1ccccc1C(F)(F)F)c1c(C)[nH]n(-c2ccccc2)c1=O,5%,1.5%
CCOC(=O)N1CCN(S(=O)(=O)c2ccc(OCC(=O)OC)cc2)CC1,-6%,0.8%
Cn1c(=O)c2c(nc(CN3CCN(c4ccc(F)cc4)CC3)n2Cc2ccccc2F)n(C)c1=O,5%,3.4%
COc1ccc(NC(=O)CNS(=O)(=O)c2cccc3nonc23)c(OC)c1,-2%,-3.2%
O=C1CC(N2CCSCC2)C(=O)N1c1ccc(S(=O)(=O)N2CCOCC2)cc1 (centres undefined),3%,-4.0%
CCCc1cc(=O)n2[nH]c(-c3cccs3)cc2n1,5%,-3.8%
Cc1nn2c(-n3ccnc3)c3c(nc2c1-c1ccccc1)CCC3,-1%,1.3%
CCCCc1ccc(-c2csc(/C(C#N)=C/c3ccc(OC)c(OC)c3)n2)cc1,0%,4.1%
O=C(CSc1ccc2nnc(-c3ccccc3)n2n1)NCC1CCCO1 (centres undefined),.,0.7%
CC(=O)c1cccc(OCC(=O)c2cc(C)n(-c3cc(C)on3)c2C)c1,-5%,2.7%
O=C1c2ccccc2NC(c2ccccc2)N1Cc1ccco1 (centres undefined),0%,6.6%

(list continues)
Each structure is followed by: Rat MKP-3 inhibitors	Hsp70 displacement
> COc1ccc(OC)c(-c2[nH]nc3c2C(c2ccco2)C(C#N)=C(N)O3)c1 (centres undefined)
  -7%	-20%
> Cc1ccc(C(=O)NCCCNCCCNC(=O)c2ccc(C)nc2)cn1
  -1%	1.4%
> COc1ccc(C2=NO[C@@H]3C(=O)N(c4c(C)cccc4C)C(=O)[C@H]23)cc1OC
  4%	-1.9%
> COc1cc(/C=C2\SC(=S)N(CC(=O)O)C2=O)ccc1OC(=O)C12CC3CC(CC(C3)C1)C2
  1%	-1.3%
> O=C(NCCc1ccncc1)Nc1cccc(Cl)c1
  .	2.8%
> COCCNC(=O)C(=O)Nc1ccccc1
  -3%	-0.5%
> COc1cc(S(=O)(=O)N2CCOCC2)ccc1NC(=O)c1cc2c(s1)CCC2
  -2%	-0.2%
> CC1CCCC(NC(=O)CSc2nccn2C)C1C (centres undefined)
  2%	11%
> Cc1[nH]c(=O)[nH]c(=O)c1S(=O)(=O)N1CCOCC1
  -6%	2.6%
> N#CC(=C1CCCC1)c1nc(-c2ccccc2O)cs1
  -2%	-2.7%
> COC(=O)Nc1ccc(C)c(NC(=O)OC)c1
  2%	-17%
> CC1CN(c2nc3ccccc3nc2C(C#N)C(=O)NCc2ccc3c(c2)OCO3)CC(C)O1 (centres undefined)
  -2%	-5.7%
> Cc1cccc(NC(=O)CCN2C(=O)C3C4C=CC(C4)C3C2=O)n1 (centres undefined)
  -7%	1.4%
> CCOC(=O)Cn1c(C)c(Br)c(=O)c2cccc(C)c21
  -6%	-1.6%
> CCOc1ccccc1N(CC(=O)NC1CCCC1)C(=O)CCC(=O)Nc1cc(C)on1
  -14%	8.5%
> COCCn1nnnc1C(c1ccc(C)cc1)N1CCN(Cc2ccc3c(c2)OCO3)CC1 (centres undefined)
  -10%	0.4%
> CN(C)c1ccc(C(=O)C(O)c2ccccc2)cc1 (centres undefined)
  .	-0.2%
> CCOC(=O)C1=C(c2ccccc2)NC(=S)NC1c1ccccc1 (centres undefined)
  0%	-1.4%
> CCCc1[nH]nc2c1C(c1ccncc1)C(C#N)=C(N)O2 (centres undefined)
  5%	5.3%
> Cc1nnc(SCCn2c(Br)nc3c2c(=O)n(C)c(=O)n3C)s1
  -6%	-3.8%
> CCCNCC1COc2ccccc2O1 (centres undefined)
  .	-0.7%
> Clc1ccc(/C=N/c2c(-c3ccc(Cl)cc3)nc3n2CCS3)cc1
  .	7.6%
> O=C(CSc1nnc(-c2cccc(S(=O)(=O)N3CCCCC3)c2)o1)NCCC1=CCCCC1
  -10%	3.8%
> C=CCn1c(SCC(=O)NCc2ccco2)nc2sc(C)c(C)c2c1=O
  .	-1.3%
> CCc1nnc(NS(=O)(=O)c2ccc(NC(=O)c3cccc4ccccc34)cc2)s1
  2%	0.4%
> Cc1cccc(C(=O)Nc2ccccc2CO)c1
  -6%	-1.9%
> COc1ccc(N(CC(=O)N/N=C/c2cccc3ccccc23)S(=O)(=O)c2ccccc2)cc1
  0%	2.9%
> Cc1ccccc1OCC(=O)Nc1ccc2c(c1)COC2=O
  1%	-1.4%
> CCN(C(=O)CSc1nnnn1-c1cc(C)ccc1OC)C1CCS(=O)(=O)C1 (centres undefined)
  7%	0.4%
> COc1ccc(O)c(C(=O)c2cnc3onc(C)c3c2)c1
  .	-4.0%

More results follow.
Each structure is followed by: Rat MKP-3 inhibitors	Hsp70 displacement
> CC(CCc1ccco1)NC(=O)c1cc2c(-c3ccccc3F)nn(C)c2s1 (centres undefined)
  -9%	-1.8%
> Cn1c(=O)c2c(nc(NCc3cccnc3)n2Cc2cccc(C(F)(F)F)c2)n(C)c1=O
  -9%	10%
> O=C(c1sc2cc(Cl)ccc2c1Cl)N1CCOCC1
  1%	2.1%
> O=S(=O)(NCCc1ccccc1)c1ccccc1
  .	4.1%
> O=C(Nc1c(F)cc(F)cc1Br)C1CCCO1 (centres undefined)
  -8%	7.0%
> CC(C)CNC(=O)c1cc(-c2cccs2)nc2ccccc12
  0%	1.8%
> Cc1ccc(CN2CCN(/N=C/c3ccco3)CC2)c(C)c1
  .	0.3%
> O=C(O)C1=CNC=C(C(=O)O)C1c1ccc(O)cc1
  0%	3.5%
> O=C(c1cc2ncc(Br)cn2n1)N1CCN(C(=O)c2ccco2)CC1
  2%	3.4%
> COc1ccc(-c2[nH]nc3c2C(c2ccncc2)C(C#N)=C(N)O3)cc1 (centres undefined)
  -5%	-3.6%
> Oc1ccc2ccccc2c1C1Nc2cccc3cccc(c23)N1
  .	-3.4%
> Cc1nccn1S(=O)(=O)c1ccc(Br)cc1Br
  1%	-1.6%
> CC(=C1C(=O)c2ccccc2C1=O)N1CCN(c2ccc([N+](=O)[O-])cc2)CC1
  0%	-1.0%
> CC1=C(C(=O)OCC2CCCO2)C(c2ccc(C)o2)C2=C(CC(c3ccc(F)cc3)CC2=O)N1 (centres undefined)
  1%	-6.9%
> CSc1nc(NC(C)(C)C)nc(N2CCOCC2)n1
  7%	3.1%
> Cn1c(N2CCCCC2)cc(=O)n(C)c1=O
  .	1.5%
> Nc1nnc(-c2cn(-c3ccccc3)nc2-c2ccccc2)o1
  -8%	2.8%
> O=C(COC(=O)CCNS(=O)(=O)c1ccc2c(c1)OCCO2)NC1CCCc2ccccc21 (centres undefined)
  -9%	2.3%
